Assay outcomes deposited in PubChem BioAssay by several laboratories.
CAL PDZ inh = human CAL PDZ-peptide interaction inhibition | Q9HD26 | purified CAL PDZ, TMR-peptide fluorescence polarization, 1 h | inhibition, % at 20 µM | 330,000 tested, 0.02% active;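 active = highest replicate inhibition of at least 40%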;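 note: plate controls were DMSO neutral control wells for no effect and unlabeled competitor peptide control wells for full effect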
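System: tagged CAL PDZ domain. Schedule: 1 h room-temperature incubation prior to read. Signal: fluorescence polarization (mP). Measure: percent inhibition from loss of millipolarization.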
Wnt bcat act = Wnt/beta-catenin pathway activation; Wnt/beta-catenin reporter cell assay, activator, plate reader; activation, % at 9.35 µM; 300,000 tested, 1.2% active; AID 743398; in the data active = activation above about 30%, passing the limit was not always enough; inconclusive = no clear call, values can overlap the other calls;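 note: 0% = neutral control wells and 100% = positive control wells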
AddAB inh = less growth of phage-infected E. coli with AddAB; E. coli expressing H. pylori AddAB, absorbance growth; 330,000 tested, 0.29% active; inhibition, % at 11.9 µM; AID 435030; in the data active = inhibition above about 12%;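 note: 0% = vehicle wells of infected cells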
Ecoli viability = bacterial growth inhibition, counter-screen for AddAB inhibitors | E. coli V3065 growth, OD600 absorbance, 18 h | inhibition, % at 11.9 µM | 330,000 tested, 0.27% active | AID 449728;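 active = inhibition above the campaign's mean inhibition across all tested compounds plus 3 SD, cut at about 9.9% in these data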;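 note: uninfected addAB+ strain grown without phage in ampicillin broth; 0% = DMSO wells and 100% = ciprofloxacin 0.95 µg/ml wells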
Tat export inh = inhibitors of E. coli Tat protein transport. AID 488895. 340,000 tested, 0.036% active. E. coli MC4100 TorA-mCherry Tat export, fluorescence. inhibition, % at 10 µM;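 active = mean replicate inhibition at least 50% and at least half of replicates individually reaching 50%; inconclusive = only one of the two criteria met; inactive = neither criterion met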;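 note: exported cargo escapes ClpAP degradation while cytoplasmic cargo is degraded and loses fluorescence; 0% = median of neutral control wells and 100% = median of NaSCN control wells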
phage Ecoli inh = E. coli growth loss with phage present. AID 651602. growth absorbance. inhibition, % at 11.9 µM. 360,000 tested, 0.26% active; in the data active = inhibition above about 11%
PfHsp90 yeast 2 = growth inhibition of yeast expressing Plasmodium Hsp90. S. cerevisiae expressing PfHsp90, BacTiter-Glo ATP, 48 h; yeast lacking PDR1 and PDR3 efflux regulators. inhibition, % at 9.4 µM. 310,000 tested, 0.32% active;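 active = every replicate shows inhibition above about 80%, whatever the replicate mean, limit read from the data; inconclusive = mean inhibition reaches the set limit but some replicate falls short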;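 note: 0% = DMSO neutral controls and 100% = 20 µM radicicol positive controls; yeast relying on Plasmodium falciparum Hsp90 in place of its own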
Rtt109 HAT inh = inhibitors of Candida albicans Rtt109/Vps75 histone acetyltransferase. Q5AAJ8. purified Rtt109/Vps75, ThioGlo CoA-SH fluorescence, 4 h. inhibition, % at 34.9 µM. 330,000 tested, 0.16% active. AID 540336;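 active = inhibition of at least 50% in every replicate; inconclusive = best replicate reaches 50% inhibition but some replicates fall short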
Target sequence (Q5AAJ8 whole entry, looked up): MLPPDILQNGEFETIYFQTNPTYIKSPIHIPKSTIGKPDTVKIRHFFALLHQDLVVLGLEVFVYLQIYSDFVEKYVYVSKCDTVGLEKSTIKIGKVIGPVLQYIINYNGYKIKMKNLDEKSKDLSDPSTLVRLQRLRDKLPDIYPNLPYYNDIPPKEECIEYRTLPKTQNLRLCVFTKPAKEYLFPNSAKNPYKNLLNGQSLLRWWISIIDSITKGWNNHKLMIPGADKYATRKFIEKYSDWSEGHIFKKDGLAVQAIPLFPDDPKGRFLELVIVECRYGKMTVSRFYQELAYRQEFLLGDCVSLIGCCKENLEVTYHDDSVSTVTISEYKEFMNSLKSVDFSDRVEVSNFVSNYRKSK
PvdQ inh = P. aeruginosa PvdQ acylase inhibition; purified PvdQ acylase, fluorescence plate reader; inhibition, % at 10 µM; 340,000 tested, 0.063% active; AID 488965; in the data active = inhibition above about 30%, passing the limit was not always enough; inconclusive = no clear call, values can overlap the other calls;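 note: 0% = vehicle neutral wells and 100% = reference inhibitor wells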
DAGLB inh = blocks human DAGLB lipase activity; 340,000 tested, 0.059% active; inhibition, % at 5.17 µM; HEK293T DAGLB membrane lysate, EnzChek fluorogenic substrate; in the data active = inhibition above about 34%;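 note: 0% = enzyme with vehicle and 100% = wells lacking enzyme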
Target sequence (Q8NCG7 whole entry, looked up): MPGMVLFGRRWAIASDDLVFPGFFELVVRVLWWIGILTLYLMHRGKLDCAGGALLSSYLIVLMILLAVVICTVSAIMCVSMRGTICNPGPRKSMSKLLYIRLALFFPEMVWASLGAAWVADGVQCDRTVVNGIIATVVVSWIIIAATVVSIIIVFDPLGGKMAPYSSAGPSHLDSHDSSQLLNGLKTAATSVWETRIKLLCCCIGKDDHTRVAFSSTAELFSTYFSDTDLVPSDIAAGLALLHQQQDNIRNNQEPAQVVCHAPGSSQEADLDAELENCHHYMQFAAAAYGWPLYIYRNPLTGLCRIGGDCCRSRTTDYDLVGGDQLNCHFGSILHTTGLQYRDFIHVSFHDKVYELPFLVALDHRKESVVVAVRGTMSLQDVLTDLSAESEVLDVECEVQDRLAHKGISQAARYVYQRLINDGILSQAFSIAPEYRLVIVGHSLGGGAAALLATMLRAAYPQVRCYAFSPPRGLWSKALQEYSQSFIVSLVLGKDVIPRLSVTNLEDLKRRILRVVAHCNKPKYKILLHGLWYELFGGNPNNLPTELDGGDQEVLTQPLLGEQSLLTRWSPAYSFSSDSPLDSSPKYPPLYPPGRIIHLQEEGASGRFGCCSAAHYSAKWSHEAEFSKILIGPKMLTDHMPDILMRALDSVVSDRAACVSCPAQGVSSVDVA
* marks the source's active call; other numbers are inactive results; u = inconclusive; x = no result given.

nr	smiles	CAL PDZ inh	Wnt bcat act	AddAB inh	Ecoli viability	Tat export inh	phage Ecoli inh	PfHsp90 yeast 2	Rtt109 HAT inh	PvdQ inh	DAGLB inh
1	C(=N\Nc1nc(Nc2ccccc2)nc(Nc2ccccc2)n1)/c1cccnc1	-3.6	26	-0.8	-3.2	9	4.0	5	-15	-11	2
2	COc1ccccc1NC(=O)c1cc(S(=O)(=O)N2CCOCC2)ccc1Cl	-1.9	x	2.2	2.7	3	1.3	20	1	-7	0
3	COc1ccc(CN(CC(=O)NCc2ccc(F)cc2)C(=O)c2ccco2)cc1	-0.3	-1	-0.4	1.4	-18	1.7	2	-2	-3	-1
4	CCN(CC)c1ccc(NC(=O)C2=CC=CN3CCS(=O)(=O)N=C23)cc1	0.9	15	1.4	-0.1	-4	2.5	-9	0	-2	6
5	COc1ccc2c(c1)CCCC21NC(=O)N(CC(=O)NCc2cccs2)C1=O (stereo unspecified)	-1.0	-5	0.4	-2.0	1	-2.1	-2	-9	-2	-1
6	COc1ccc(N2CCN(c3oc(COc4ccc(Cl)cc4)nc3C#N)CC2)cc1	-1.0	x	2.0	-3.1	2	0.0	-15	6	10	-2
7	CCn1c(=S)sc2c(=O)n(CC(=O)Nc3ccc(Cl)cc3)c(C)nc21	0.8	0	0.2	-2.4	0	-0.4	-18	0	-10	-5
8	CCCC1=NN2C(=N)/C(=C\c3ccc(SCc4ccco4)o3)C(=O)N=C2S1	-1.5	x	-1.2	-4.2	-13	x	8	9	-1	14
9	O=C(c1ccc(NS(=O)(=O)c2ccc3[nH]c(=O)[nH]c3c2)cc1)N1CCCCC1	-1.3	-3	1.2	1.6	-1	2.5	x	47	6	1
10	O=[N+]([O-])c1cc(C(F)(F)F)ccc1N1CCN(S(=O)(=O)c2ccc3c(c2)CCCC3)CC1	-0.4	1	3.2	-0.2	-5	1.7	-5	-5	-20	-15
11	Cc1ccc(C(=O)NCC(=O)OCC(=O)NC2CCCC(C)C2C)s1 (stereo unspecified)	-1.3	0	-1.5	-0.8	-1	1.1	-12	0	-11	-1
12	Cc1ccccc1OCC(=O)N(Cc1cccs1)C1CCS(=O)(=O)C1 (stereo unspecified)	-0.5	x	0.2	0.5	2	2.7	12	6	2	-2
13	Cc1cc(Cl)c(S(=O)(=O)N2CCN(c3ccccn3)CC2)cc1OCC(N)=O	-0.9	-3	0.4	1.0	0	1.0	-5	-4	-9	0
14	NS(=O)(=O)c1cccc(NC(=O)CSc2ncnc3ccccc23)c1	-1.9	-1	3.4	-1.6	-9	-3.8	10	-7	9	-2
15	COc1ccc(C)cc1NC(=S)Nc1ccccc1SC	0.4	0	2.7	0.6	0	2.7	5	-8	-7	0
16	CCCCC1(CC(=O)OC)C(=O)N(c2ccccc2)N(c2ccccc2)C1=O	-0.3	x	0.7	0.7	1	2.0	-9	-4	0	-5
17	CCc1ccc(C2=CC(c3cc(Br)ccc3F)n3ncnc3N2)cc1 (stereo unspecified)	x	x	-0.6	-0.7	2	0.7	11	1	15	-3
18	CN(C)S(=O)(=O)c1cccc(C(=O)OCC(=O)Nc2sccc2C#N)c1	-2.1	x	-0.8	0.7	-2	x	4	8	1	-1
19	Cc1cnc(C(=O)OCC(=O)c2cc(C)n(C)c2C)cn1	-2.5	-2	2.2	-0.2	-1	1.2	8	0	-16	-1
20	COc1ccc(CCn2c(-c3ccco3)nc3ccccc3c2=O)cc1OC	-2.3	-1	-1.4	-1.4	-7	0.1	16	6	-15	-2
21	CCOC(=O)CSc1nnc(-c2ccc(OC)cc2OC)o1	-0.8	-2	4.4	-0.4	-8	-1.1	6	-5	8	-4
22	O=C1CC2(CCN(C(=O)c3ccccc3Br)CC2)Oc2ccccc21	-2.6	12	-2.9	2.0	3	3.7	x	7	-6	-1
23	COC(CNC(=O)C(=O)NCC1OCCN1C(=O)c1ccc(Cl)cc1)OC (stereo unspecified)	-0.3	0	-2.0	-1.6	-6	3.0	-4	9	-13	1
24	CN(C)CCCNc1ccc(-c2n[nH]c(=O)c3ccccc23)cc1[N+](=O)[O-]	1.9	-3	-2.1	-1.9	-6	-3.0	16	6	-9	2
25	CCC1CCCCN1C(=O)CSc1nc2ccsc2c(=O)n1Cc1ccccc1 (stereo unspecified)	-1.1	x	0.8	-1.6	-2	-3.8	17	0	-18	-3
26	CCOC(=O)Cc1csc(NC(=O)CSC2=NCCS2)n1	-1.8	1	2.0	-1.4	-7	0.9	1	-6	-14	0
27	COC(=O)Cc1ccc(NC(=S)N2CCC(Cc3ccccc3)CC2)cc1	-3.1	1	-2.0	-0.1	12	1.8	-69	-1	-14	-2
28	O=[N+]([O-])c1nn(-c2ccc3c(c2)OCCO3)n(O)c1=NCCCO	-1.8	41*	9.9	14*	-2	8.1	-21	-4	0	2
29	CC(=O)c1ccc(S(=O)(=O)N2CCN(C(=O)c3ccc(-n4cncn4)c([N+](=O)[O-])c3)CC2)cc1	-1.6	-1	1.8	-0.1	-13	2.3	-24	4	-6	2
30	Cc1cc(C)n(NC(=S)NC2CCCCC2)c(=O)c1C#N	-0.2	1	-2.3	-3.0	-7	1.8	-6	-8	-22	-3

Some of the entries so far, in transposed form.
16	CCCCC1(CC(=O)OC)C(=O)N(c2ccccc2)N(c2ccccc2)C1=O
17	CCc1ccc(C2=CC(c3cc(Br)ccc3F)n3ncnc3N2)cc1 (stereo unspecified)
assay / entry	16	17
CAL PDZ inh	-0.3	x
Wnt bcat act	x	x
AddAB inh	0.7	-0.6
Ecoli viability	0.7	-0.7
Tat export inh	1	2
phage Ecoli inh	2.0	0.7
PfHsp90 yeast 2	-9	11
Rtt109 HAT inh	-4	1
PvdQ inh	0	15
DAGLB inh	-5	-3

(continued)
nr	smiles	CAL PDZ inh	Wnt bcat act	AddAB inh	Ecoli viability	Tat export inh	phage Ecoli inh	PfHsp90 yeast 2	Rtt109 HAT inh	PvdQ inh	DAGLB inh
31	COC(=O)c1cnn2c(C(F)(F)F)cc(-c3ccccc3)nc12	-1.1	x	-0.2	0.4	-2	1.1	-7	3	-21	-2
32	CCCc1cc(NCC2CCCO2)n2c(nc3ccccc32)c1C#N (stereo unspecified)	1.0	x	3.0	-1.6	0	1.5	33	-274	-9	1
33	O=c1c2ccccc2ncn1Cc1cccc2ccccc12	-2.0	2	-1.2	1.3	-3	1.5	-48	1	0	0
34	Cc1ccc2nc(N3C(=O)C(O)=C(C(=O)c4ccco4)C3c3cccs3)sc2c1 (stereo unspecified)	-10	x	0.2	-2.8	-11	-5.4	x	16	5	11
35	Cn1nccc1NC(=O)CC1(CC(=O)O)CCCCC1	x	0	-1.6	-1.1	x	-4.3	x	x	x	x
36	c1ccc(N2CC3CCc4ccccc4C3=N2)cc1 (stereo unspecified)	-1.0	u	0.4	-3.1	2	3.2	17	7	-24	-9
37	CN1CCN(NC(=O)Nc2cc(Cl)cc(Cl)c2)CC1	-3.0	-2	x	x	-3	0.9	2	3	-4	2
38	O=C(Cn1cc(Cl)ccc1=O)c1ccc(Cl)cc1	-3.1	5	-0.2	-0.8	-3	2.2	5	x	7	-4
39	CCOC(=O)C1=C(CC)OC(N)=C(C#N)C1c1cc(OC)ccc1OC (stereo unspecified)	-0.7	x	0.3	-0.3	13	0.5	x	5	-11	-2
40	CCOC(=O)CC(NS(=O)(=O)Cc1ccccc1)c1ccc(C)cc1 (stereo unspecified)	0.4	x	3.7	2.2	2	3.4	5	0	-1	0
41	COc1ccc(-c2cc(C(F)F)n3ncc(C(=O)n4ccnc4C)c3n2)cc1	-1.4	x	3.5	2.4	0	-4.2	11	-80	13	-3
42	Cc1ccc([N+](=O)[O-])cc1NC(=O)Nc1onc(C)c1C	-0.8	-2	-1.6	-0.2	1	-0.1	8	-1	-15	1
43	CC(=O)Nc1ccc(NC(=O)CSc2nc3ccccc3o2)cc1	-0.9	13	3.6	1.0	-11	4.0	30	1	-20	-1
44	CCC(C)NC(=O)CN(c1ccc(Cl)c(Cl)c1)S(C)(=O)=O (stereo unspecified)	0.4	5	1.2	-0.9	-1	3.7	0	-3	2	-4
45	CC1CCN(c2oc(-c3ccccc3F)nc2C#N)CC1	-0.5	11	4.8	-1.9	0	2.1	-28	3	-29	-20
46	Cc1ccc(S(=O)(=O)c2nc(-c3ccccc3Cl)oc2N2CCN(C)CC2)cc1	0.1	-3	-1.7	2.6	-2	3.0	3	4	6	-5
47	Cc1ccccc1Cn1cc(/C=N/n2cnnc2)c2ccccc21	-3.8	x	0.3	0.6	2	1.4	-7	-4	4	1
48	O=C1c2ccc(-c3nc4ccccc4o3)cc2C(=O)N1Cc1ccccc1	-2.9	x	x	x	-1	3.7	-44	3	-11	-1
49	COc1ccccc1CN(C)c1nnnn1-c1ccccc1	-3.2	-1	-0.2	-1.0	-2	4.0	9	-2	3	2
50	Cc1cccc(C(=O)N=C2SC3CS(=O)(=O)CC3N2c2ccccc2)c1 (stereo unspecified)	-3.2	-3	x	x	3	3.2	-2	11	-2	0
51	FC(F)(F)c1cnc(N/N=C/c2ccncc2)c(Cl)c1	-1.0	2	2.3	-1.0	-3	1.7	-28	9	-1	-3
52	CS(=O)(=O)N(CC(=O)O)c1cc(C(F)(F)F)ccc1Cl	0.3	2	2.7	0.8	-1	2.5	25	3	-20	2
53	CCOC(=O)c1cnc2c(N=Nc3ccccc3)c(N)nn2c1N	-0.7	x	-1.6	-2.5	3	0.6	x	-6	-13	2
54	Cc1ccc2c(c1)NCC(C(=O)NCc1ccccc1)O2 (stereo unspecified)	-0.4	0	-0.6	-1.2	-2	0.8	16	-10	-6	-6
55	COCCOC1CCN(C(=O)c2cc(COc3ccc(F)cc3F)on2)CC1	-0.9	2	1.8	0.5	-1	2.7	-6	-8	-10	0
56	CN(C(=O)CSc1nnc(C2CC2)n1C1CC1)C1(C#N)CCCCC1	-0.8	-2	0.3	-1.1	3	2.1	6	7	-2	-4
57	CCCNC(=O)c1cccc(COCC(F)(F)F)c1	0.7	-2	3.1	2.0	-7	0.1	-1	-6	5	-2
58	Cc1ccc(NC(=O)COC(=O)C2CC3CCCC(C2)C3=O)c([N+](=O)[O-])c1 (stereo unspecified)	-0.5	0	2.1	-0.1	4	-0.9	19	10	9	-6
59	Cn1c2ccsc2c2ncn(Cc3ccc(F)cc3)c(=O)c21	-1.9	-1	4.7	-0.7	-5	3.6	-10	-1	1	-2
60	CCOC(=O)c1nc(NCc2cccc(OC)c2)c2ccccc2n1	-4.3	-2	2.0	-1.0	-15	2.9	-8	4	3	-4
61	COC(=O)/C(=C/c1c[nH]c2ccccc12)[N+](=O)[O-]	-1.8	x	2.3	1.1	-4	0.6	-25	-30	-9	-1
62	CSc1nc(SCC(=O)O)c2c3c(sc2n1)COC(C)(C)C3	0.0	-2	2.2	-0.9	0	1.9	13	5	-12	1
63	O=C(NCCN1CCOCC1)c1cc(Cl)ccc1[N+](=O)[O-]	x	1	3.5	1.9	x	2.6	x	x	x	x
64	CC(=O)C1=C(O)C(=O)N(c2nccs2)C1c1ccccc1 (stereo unspecified)	-0.5	x	2.2	1.0	-8	1.7	26	7	-2	0
65	Cc1cccc(N(CC(=O)NCCSCc2ccco2)S(=O)(=O)c2ccccc2)c1	x	-8	1.2	-0.4	18	2.2	6	-3	-1	0
66	O=C(Nc1cccc(F)c1)c1ccc(CSc2ccccc2)o1	-2.3	-4	1.0	-0.3	-3	5.5	-5	x	-19	-2
